# High-throughput results from PubChem.
# GAA glycogen: GAA glycogen-cleavage inhibition or activation | Potency, µM (highest dose often 76.4 µM), without a hit: top-dose activity change, negative = inhibition, usual class: inhibitors | AID 2100 | 300,000 compounds, 0.38% hits | P10253 | recombinant GAA, glycogen substrate, Amplex Red glucose oxidase fluorescence; active means well fitted inhibition curve with a large enough effect; inconclusive means small, poorly fitted or top-dose-only effect, or another doubt; inactive means no such curve, though single readings can be large or run the other way;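 further: 0% = full enzyme reaction and -100% = no-enzyme basal signal; the screen sought inhibitors and activators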
#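 Natural-substrate format: glycogen cleavage by 4 nM human enzyme, glucose read by Amplex Red coupling (Ex 573, Em 610 nm). Normalized to enzyme and no-enzyme controls.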
# * = called active by the depositor; ? = inconclusive; & = joins results of further samples; [ ] = remark or other dose. Potency means the concentration at half of the fitted maximal effect. This is a subset; the hit share may differ from the screen's.
molecule | GAA glycogen
COc1ccc(CCNC(=O)Cc2c(C)c3c(cc(C)c4c(C)coc43)oc2=O)cc1OC | 11.9%[76.3 µM]
Cc1ccc(C(=O)c2cn(Cc3ccccc3)c3cc4c(cc3c2=O)OCCO4)cc1 | 0.8%[76.3 µM]
Cc1ccc(-c2nnn3c2nc(NCc2ccc4c(c2)OCO4)c2ccccc23)cc1 | -14.1%[76.3 µM]
O=C(N/N=C/c1cc(Br)c(O)c(Br)c1O)c1cccnc1 | -8.9%
CC(C)c1csc(CN2CCC(CCC(=O)NCC3CCCO3)CC2)n1 (stereo not given) | -9.0%[76.3 µM]
CCc1ccc(N(C(=O)CCC(=O)Nc2cc(C)on2)C(C(=O)NC(C)(C)C)c2ccc(OC)cc2)cc1 (stereo not given) | 0.6%
CCC(=O)Nc1ccc(-c2nc3ncccc3o2)cc1C | -3.5%[76.3 µM]
COc1cc(NC(=O)Nn2cnnc2)cc(OC)c1OC | -1.3%
Cc1c(C(=O)O)sc2[nH]c(=O)n(Cc3ccccc3)c(=O)c12 | -1.0%
COc1cccc(C2NC(=O)CCC2[N+](=O)[O-])c1OC (stereo not given) | 7.2%
COc1ccc2ccc(O)c(CN(C)CC(=O)Nc3ccccc3C(F)(F)F)c2c1 | -18.7%
COc1cc(/C=N/NC(=O)c2cc(-c3ccccc3)nc3ccccc23)cc(OC)c1O | -10.7%[76.3 µM]
CCN(CC)CCOc1nnc(-c2ccc(OC)cc2)c2ccccc12 | 5.1%
CCOC(=O)[C@@H]1[C@H]2COc3cc(OC)ccc3[C@H]2N2C(=O)N(c3ccc(C)cc3)C(=O)[C@@]12C | -13.5%[76.3 µM]
CCOC(=O)C1CCN(c2cc3c(cc2NC(=O)c2ccc(Cl)cc2)n(C)c(=O)n3C)CC1 | 9.9%[76.3 µM]
COc1ccc(NC(=O)c2c(N)c(C(=O)c3ccc(C)cc3)n3ccccc23)cc1OC | 3.9%[76.3 µM]
O=C(C1CCN(c2nnc(-n3cccc3)s2)CC1)N1CCCCC1 | 10.3%[76.3 µM]
CN1CCN(CCCNC(=O)c2ccc3c(=O)n(CCc4ccccc4)c(=O)[nH]c3c2)CC1 | -1.8%
COc1ccsc1NC(=O)OCc1ccc(Cl)cc1 | ?
Cc1c(CCC(=O)NCCc2ccccc2F)c(=O)oc2cc(O)ccc12 | 12.2%[76.3 µM]
CCc1ccc(S(=O)(=O)c2c[nH]c3cc(OC)c(OC)cc3c2=O)cc1 | 11.6%[76.3 µM]
CCOn1c(=O)c(-c2ccc(F)cc2)[n+]([O-])c2ccccc21 | 0.6%
Nc1cc(=O)nc(SCC(=O)Nc2ccccc2)n1CCc1ccccc1 | 5.7%[76.3 µM]
Cc1cccc(OC(=O)c2cccnc2)c1C | 17.5%[76.3 µM]
COc1ccc(OC)c(C2Nc3ccccc3NC3=C2C(=O)CC(C)(C)C3)c1 (stereo not given) | 0.3%[76.3 µM]
CCOC(=O)c1ccc(N2C(=O)c3[nH]nc(-c4ccc(C)cc4)c3C2c2ccc(O)cc2)cc1 (stereo not given) | -24.6%[76.3 µM]
CCCN1CCN(C(=O)Cn2cnc3sc(C)c(S(=O)(=O)N4CCC(C)CC4)c3c2=O)CC1 | -4.6%[76.3 µM]
Cc1cc(N2CCN(C)CC2)nc2ccc(NC(=O)CCC(=O)NCCCOC(C)C)cc12 | -0.4%
O=C(N[C@@H](Cc1ccccc1)C(=O)N1CCC2(CC1)NCCc1[nH]cnc12)c1cccc(F)c1 | -7.3%[76.3 µM]
COc1ccc(S(=O)(=O)N2CCN(C(=O)c3oc4ccccc4c3C)CC2)cc1 | -10.7%[76.3 µM]

# Looked up above.
# Reading of `Cc1c(CCC(=O)NCCc2ccccc2F)c(=O)oc2cc(O)ccc12` in GAA glycogen: 12.2%[76.3 µM]
# Reading of `COc1ccc(OC)c(C2Nc3ccccc3NC3=C2C(=O)CC(C)(C)C3)c1` (stereo not given) in GAA glycogen: 0.3%[76.3 µM]
# Reading of `CN1CCN(CCCNC(=O)c2ccc3c(=O)n(CCc4ccccc4)c(=O)[nH]c3c2)CC1` in GAA glycogen: -1.8%
# Reading of `O=C(N[C@@H](Cc1ccccc1)C(=O)N1CCC2(CC1)NCCc1[nH]cnc12)c1cccc(F)c1` in GAA glycogen: -7.3%[76.3 µM]

# The listing continues.
molecule | GAA glycogen
CSc1ncccc1C(=O)N1CCCC(Nc2ccc(C)c(C)c2)C1 (stereo not given) | -1.9%[76.3 µM]
Cc1cccc(/C(N)=N/OC(=O)c2ccoc2C)c1 | 1.5%
COc1cc2oc(=O)c(CC(=O)NCCc3ccccc3)c(C)c2cc1Cl | -12.0%[76.3 µM]
Fc1ccc(-c2nc3c4c(-c5ccccc5)c(-c5ccccc5)oc4ncn3n2)cc1 | -16.3%[76.3 µM]
CCOc1ccc(C(=O)c2cn(Cc3ccccc3OC)c3cc4c(cc3c2=O)OCCO4)cc1 | -11.8%[76.3 µM]
O=[N+]([O-])c1cccnc1Sc1ccc(Cl)cc1 | 4.4%
Cc1cc(N2CCCCC2)nc2ccc(NC(=O)/C=C/c3ccc(OC(C)C)cc3)cc12 | 13.7%[76.3 µM]
CCOC(=O)Cn1cnc2c(nnn2-c2ccc(F)cc2)c1=O | 50.1µM*
Cc1ccc(C)c(OCc2cc(C(=O)N3CCN(c4ccccc4C)CC3C)no2)c1 (stereo not given) | -12.1%[76.3 µM]
CCOc1ccc(C2=CSC3=NCCN23)cc1[N+](=O)[O-] | 3.1%
O=C(NCc1ccco1)c1cc2cc(Br)ccc2o1 | 1.1%[76.3 µM]
O=C(NS(=O)(=O)Nc1ccc(Br)cn1)c1c[nH]c2ccccc12 | -5.8%[76.3 µM]
COc1ccc2cc(C(=O)NCc3ccccc3)[nH]c2c1 | 4.5%
CN(C)c1ccc(/C=C(\NC(=O)c2ccccc2)C(=O)N/N=C/c2ccc(C(=O)O)cc2)cc1 | -14.6%
COc1cccc(CNCc2ccc(OC)cc2OC)c1 | -9.6%[76.3 µM]
CCOC(=O)c1cnc2c(OC)cccc2c1N1CCN(c2ccccc2F)CC1 | -8.4%[76.3 µM]
COc1cc(NC(=S)N2CCN(S(=O)(=O)c3ccccc3)CC2)cc(OC)c1 | -8.1%[76.3 µM]
CC(=O)Nc1cccc(-c2nc3ccccc3o2)c1 | -0.1%[76.3 µM]
C=C(C)c1ccccc1NC(=O)CCN1C(=O)c2ccccc2S1(=O)=O | -3.4%
Cc1cc(C)c(OCCN2CCOCC2)c(Cl)c1 | 2.7%[76.3 µM]
Cc1ccc(N2CC(C)Cn3c2nc2c3c(=O)[nH]c(=O)n2C)cc1 (stereo not given) | -9.4%
Cc1cccc(C(=O)N2CCCC(c3nc(-c4ccc(C)o4)no3)C2)c1 (stereo not given) | 4.4%[76.3 µM]
CC1(C)CC(=O)N(c2cccc(Cl)c2)C(=O)C1 | -12.0%
Cc1cccc(NC(=O)Cn2c(=O)n(CC3CCC(C(=O)NCCc4ccccc4)CC3)c(=O)c3ccccc32)c1C (stereo not given) | 11.9%[76.3 µM]
CCOCCCN(C(=O)c1snc(C(N)=O)c1N)C(C(=O)NC(C)(C)C)c1ccc(Cl)cc1 (stereo not given) | -11.8%[76.3 µM]
O=C(CC(=O)Nc1cccc(Cl)c1Cl)Nc1cccc(Cl)c1Cl | 2.7%
COc1ccc(O)c(C2Nc3ccccc3-n3c(-c4ccccc4)c4c(=O)n(C)c(=O)n(C)c4c32)c1 (stereo not given) | 4.7%[76.3 µM]
Cc1c(NS(=O)(=O)c2ccc(N)cc2)c(=O)n(-c2ccccc2)n1C | 1.0%[76.3 µM]
COc1ccccc1NC(=O)CCCN1C(=O)C2CC=CCC2C1=O (stereo not given) | -0.9%[76.3 µM]
O=c1c2ccccc2oc2ccc(NCCCN3CCOCC3)cc12 | -14.6%[76.3 µM]

# 2 records drawn at random from those above:
molecule | GAA glycogen
CC1(C)CC(=O)N(c2cccc(Cl)c2)C(=O)C1 | -12.0%
COc1ccc(O)c(C2Nc3ccccc3-n3c(-c4ccccc4)c4c(=O)n(C)c(=O)n(C)c4c32)c1 (stereo not given) | 4.7%[76.3 µM]

# Other records.
molecule | GAA glycogen
O=C(O)CSc1nnc(-c2ccc(Cl)cc2Cl)n1-c1ccc(Cl)cc1 | -4.0%[76.3 µM]
CCN(CC)CCNC(=O)c1cc2c(=O)oc3ccc(C)cc3c2s1 | 17.6%[76.3 µM]
O=c1c2oc3ccccc3c2n(Cc2ccc(F)cc2)c(=O)n1Cc1ccco1 | 7.3%[76.3 µM]
Cc1ccsc1CN(C)C(=O)C1CCC(=O)N(CCc2cccc(F)c2)C1 (stereo not given) | -3.0%[76.3 µM]
COc1cccc(N=Nc2ccc3ccccc3c2O)c1 | -5.9%[76.3 µM]
CCOCCCNC(=O)C(c1ccccc1)N(Cc1cccs1)C(=O)c1ccc(NC(C)=O)cc1 (stereo not given) | 16.9%[76.3 µM]
CCOc1ccc(N(CC(=O)NC(C)C)C(=O)CCC(=O)Nc2ccccn2)cc1 | 12.2%[76.3 µM]
CCN1CCN(c2c(S(=O)(=O)c3ccc(OC)cc3)cnc3cc(OC)c(OC)cc23)CC1 | 15.7%[76.3 µM]
O=C(O)c1ccccc1-c1ccccc1C(=O)NCCc1ccccc1 | -3.3%[76.3 µM]
N#CCC(=O)N/N=C/c1cc(Br)ccc1OCc1cccc2ccccc12 | -18.5%
COc1cc2c(cc1OC)C1O[C@](CCCCN3C(=O)c4ccccc4C3=O)(C2)Oc2c1c(=O)oc1ccccc21 | 15.0%[15.3 µM]
O=C(CSc1ncc(S(=O)(=O)c2ccc(Cl)cc2)c(=O)[nH]1)Nc1ccc2c(c1)OCCO2 | 0.2%[76.3 µM]
N=c1oc2ccc([N+](=O)[O-])cc2cc1C(=O)NCc1ccccc1 | -11.5%[76.3 µM]
Cc1ccc(S(=O)(=O)c2nc(-c3cccs3)oc2SCc2ccc(F)cc2)cc1 | 11.0%[76.3 µM]
CC(=O)c1ccc(NC(=O)c2cc3c(=O)oc4ccc(C)cc4c3s2)cc1 | -1.7%[76.3 µM]
O=S(=O)(NCCN1CCOCC1)c1ccc(Cl)c(Cl)c1 | 5.1%
OCCC1CN(C/C=C/c2ccco2)CCN1Cc1ccccc1 (stereo not given) | -16.0%[76.3 µM]
COc1ccc(Br)cc1C1CC(=O)C(C)C(c2cc(Br)ccc2OC)N1 (stereo not given) | 0.6%
CCOCCCn1c(SCC(=O)Nc2cc(OC)ccc2OC)nc2ccccc2c1=O | -14.6%[76.3 µM]
Cc1ccc(NC(=O)CCNS(=O)(=O)c2ccc3c(c2)CCC(=O)N3)cc1F | -6.0%[76.3 µM]
COc1cc(Cl)ccc1OCc1cc(C(=O)N(C)Cc2cccc3cnccc23)no1 | -2.2%[76.3 µM]
COc1ccc(-c2coc3c2c(C)cc2oc(=O)c(C)c(C)c23)cc1 | 2.3%[76.3 µM]
Cc1cc(C)cc(NC(=O)N2C3CCCC2CC(NC(=O)C2CC2)C3)c1 (stereo not given) | 4.7%
CCOc1ccccc1NC(=O)NC1CCCCCCC1 | -5.9%[76.3 µM]
O=C(Nc1nnc(C2=COCCO2)o1)c1cccc(Br)c1 | 4.3%[76.3 µM]
CC(C(=O)NCc1ccc(F)cc1)n1ccc2cc(S(=O)(=O)N3CCCC3)ccc21 (stereo not given) | -22.4%[76.3 µM]
COc1ccc(N(CC(=O)N2CCc3ccccc3C2)S(=O)(=O)c2ccc(C)cc2)cc1Cl | 0.0%[76.3 µM]
CN(C(=O)c1cc(-c2ccc3c(c2)OCO3)on1)c1ccccc1 | -4.2%[76.3 µM]
COc1ccc(OC)c(C2=NS(=O)(=O)N(C)C(C(=O)Nc3ccc(F)cc3F)=C2)c1 | -6.5%&-3.8%[76.3 µM]
COc1ccc(CN2CCCC(C(=O)Nc3cccc(-n4cnnn4)c3)C2)c(C)c1C (stereo not given) | -12.7%[76.3 µM]
Cc1ccc(C(=O)Nc2nnc(Cc3ccccc3)s2)cc1 | 1.6%
C=CCNC(=S)N1CCC(C(=O)c2ccc(C)cc2)CC1 | 4.1%
O=S(=O)(c1ccc(-c2ccno2)s1)N1CCCCC1 | 0.4%[76.3 µM]
CC(CCc1ccco1)NC(=O)CCc1nnc2ccc(NCc3ccc(Cl)cc3)nn12 (stereo not given) | -11.7%[76.3 µM]
O=C(O)C1CCN(C(=O)COc2ccc3c4c(c(=O)oc3c2)CCCC4)CC1 | 12.6%[76.3 µM]
COc1ccc(-c2csc3ncnc(NCCO)c23)cc1 | 17.4%[76.3 µM]
Cc1ccccc1NC(=O)c1cccc(S(=O)(=O)Nc2cccc(C(=O)O)c2)c1 | 15.0%[76.3 µM]
Cc1ccc(CNC(=O)CCSCc2cnn(-c3ccccc3)c2-n2cccc2)cc1 | -4.3%[76.3 µM]
CC(C)n1c(COc2ccccc2)nc2ccccc21 | 2.9%[76.3 µM]
Cc1ccc(C(=O)Nc2c(C(=O)NCc3ccc(Cl)cc3)sc3nc(C)cc(C)c23)cc1 | -8.2%[76.3 µM]
COc1ccc(-c2cc(C(=O)N3CCCC3)no2)cc1 | 9.9%
Cc1c(C)n(C)c2ccc(C(=O)N3CCN(c4ccccn4)CC3)cc12 | -0.7%
COc1ccc(Nc2cc(NCCCO)c([N+](=O)[O-])c3nonc23)cc1 | -9.4%
Cc1ccc(NC(=O)CCN2CCCCC2)cc1 | 6.5%[76.3 µM]
Cc1cccc(N2CCN(Cc3cc(=O)oc4cc(C)ccc34)CC2C)c1 (stereo not given) | 12.0%[76.3 µM]
CCc1c(C)c(C#N)c2nc3ccccc3n2c1NCCOC | -3.3%
COc1ccc2c(CNCc3ccccc3OC)c(C(=O)O)n(Cc3ccc(F)cc3Cl)c2c1 | -3.6%[76.3 µM]
COCC(=O)N1CCC(Oc2ccc(C(=O)N3CCCCCCC3)cc2)CC1 | -0.3%[76.3 µM]
Cc1cc(Cl)ccc1NC(=S)NCc1ccc(F)cc1 | -1.1%[76.3 µM]
Cc1cccc(NC(=O)CN2CCc3cc4c(cc3C2C)OCCCO4)c1 (stereo not given) | -4.6%[76.3 µM]
CC(C)(C)OC(=O)N1CCC(c2c(C(=O)NC3CC3)cnn2-c2ccccc2)CC1 | -0.5%[76.3 µM]
